NPR2 activator: GC-B (human) receptor activation; 370,000 compounds, 0.11% hits; activation, % at 10 µM; HEK293-GC-B cells, CNP EC30, cGMP TR-FRET; 0% at EC30 CNP, 100% saturating CNP; P20594;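 active means activation at 10 µM reaching about 35% in either raw or pattern-adjusted values, limit read from the data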
ASAP1 inh: ASAP1 ArfGAP inhibition; Q9ULH1; ASAP1-stimulated ARF1 GTP hydrolysis, GDP FP detection; inhibition, % at 16.5 µM; 360,000 compounds, 0.19% hits; AID 624377; in the data active means inhibition above about 25%;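 further: 0% = vehicle with enzyme and substrate and 100% = no enzyme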
Target sequence (Q9ULH1 325-724 limits assumed): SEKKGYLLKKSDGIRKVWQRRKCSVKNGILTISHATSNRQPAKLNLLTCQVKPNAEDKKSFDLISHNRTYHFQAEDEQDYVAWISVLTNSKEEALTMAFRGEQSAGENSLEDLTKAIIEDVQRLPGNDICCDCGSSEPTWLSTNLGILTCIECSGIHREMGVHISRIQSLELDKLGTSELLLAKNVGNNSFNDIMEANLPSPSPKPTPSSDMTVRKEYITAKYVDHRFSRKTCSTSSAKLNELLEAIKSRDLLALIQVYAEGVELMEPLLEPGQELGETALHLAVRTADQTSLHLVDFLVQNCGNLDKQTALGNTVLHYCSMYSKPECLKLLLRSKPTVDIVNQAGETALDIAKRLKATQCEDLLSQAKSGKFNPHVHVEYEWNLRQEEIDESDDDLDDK
SMARCA2 act: activators of SMARCA2 function; MG213 cells, MMTV-luciferase reporter, dexamethasone, overnight; 370,000 compounds, 1% hits; AID 652017; activation, % at 9.1 µM; in the data active means activation above about 7.8%;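 further: 0% = vehicle wells and 100% = reference activator wells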
ARFGAP1 inh: rat ARFGAP1 inhibition; Q62848; Arfgap1-stimulated ARF1 GTP hydrolysis, GDP FP detection; inhibition, % at 16.5 µM; 360,000 compounds, 0.26% hits; AID 651572;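 active means inhibition above a per-plate limit, mean inhibition of low control wells plus 3 SD, cut at about 25% in these data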;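 further: 0% = DMSO wells with enzyme and 100% = wells lacking Arfgap1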
Target sequence (Q62848 1-136 limits assumed): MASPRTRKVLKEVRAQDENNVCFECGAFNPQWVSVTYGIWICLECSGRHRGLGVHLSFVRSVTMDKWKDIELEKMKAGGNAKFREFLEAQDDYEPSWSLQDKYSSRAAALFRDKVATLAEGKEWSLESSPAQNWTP
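Replicates: Single well per compound | Assay system: Truncated rat Arfgap1 GAP domain | Control set: No-Arfgap1 wells (100%) versus DMSO full-reaction wells (0%) | Times: Enzyme reaction 120 min at 25 °C after 20 min preincubation | Reagent: Human ARF1(Δ1-17)-GTP substrate | Measured by: Tracer-displacement fluorescence polarization with EDTA stop, 620/688 nm | Measure: Percent inhibition of Arfgap1-stimulated GTP hydrolysis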
PG9 Ab binder: binds the HIV-1 gp120 antibody PG9; TR-FRET gp120-PG9 antibody binding; inhibition, % at 6.7 µM; 360,000 compounds, 0.43% hits; AID 624416; in the data active means inhibition above about 8.5%
mABHD4 FP: ABHD4 (mouse) inhibition, primary FP screen | Q8VD66 | purified mABHD4, FP-Rh probe fluorescence polarization | inhibition, % at 8.92 µM | 370,000 compounds, 0.54% hits;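 active means inhibition exceeding the mean over every tested compound plus 3 SD, cut at about 30% in these data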;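 further: 0% = plate median of compound wells and 100% = S159A mutant with DMSO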
Target sequence (Q8VD66 whole entry, looked up): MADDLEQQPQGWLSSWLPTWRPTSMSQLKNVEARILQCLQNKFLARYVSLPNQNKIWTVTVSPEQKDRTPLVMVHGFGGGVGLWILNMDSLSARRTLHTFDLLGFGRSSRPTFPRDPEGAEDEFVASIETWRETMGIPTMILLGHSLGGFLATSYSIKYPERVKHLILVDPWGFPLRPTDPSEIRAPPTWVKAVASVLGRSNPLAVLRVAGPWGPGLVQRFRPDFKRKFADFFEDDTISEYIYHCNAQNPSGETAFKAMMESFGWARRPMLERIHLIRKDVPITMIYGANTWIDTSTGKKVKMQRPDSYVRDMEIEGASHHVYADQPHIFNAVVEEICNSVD
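system = mouse ABHD4 enzyme, wild type | medium = HEPES pH 7.0, NaCl, Pluronic buffer | also added = FP-Rh probe | incubation = Enzyme–compound pre-incubation 45 min, then probe 60 min, both 25 °C | technique = fluorescence polarization, excitation 525 nm, emission 598 nm, BODIPY TMR filters | controls = S159A mutant high control, sample median low control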
Rev-erbA mod: Rev-erb alpha (human) modulation; P20393; Rev-erbα–FITC-DNA binding, fluorescence polarization, 90 min; activity, % at 10 µM; 370,000 compounds, 0.79% hits; AID 1259318;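 active means activity above about 14%, limit read from the data; passing the limit was not always enough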;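 further: 0% = DMSO wells with 35 nM protein and 100% = DMSO wells with 750 nM protein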
rCAG binder: binds r(CAG) RNA repeats; r(CAG) RNA repeat, TO-PRO-1 dye displacement fluorescence; inhibition, % at 3 µM; 370,000 compounds, 1.3% hits;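 active means inhibition above the plate cutoff, the mean of all test compounds on that plate plus 3 SD, cut at about 35% in these data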;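 further: 0% = DMSO alone and 100% = 100 µM mitoxantrone as full dye displacement; higher means more dye released from RNA so lower well fluorescence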
NPR1 activator: GC-A (human) enzyme activation; activation, % at 10 µM; 370,000 compounds, 0.14% hits; HEK293 GC-A cells, cGMP TR-FRET, EC30 ANP; 0% at EC30 ANP, 100% saturating ANP; in the data active means activation above about 40%
HTRA1 inh: inhibitors of human serine peptidase HTRA1. Q92743. recombinant HTRA1, FP-rhodamine activity-based probe, fluorescence polarization. inhibition, % at 5.96 µM. 340,000 compounds, 0.5% hits. AID 504803; in the data active means inhibition above about 36%;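 further: 0% = enzyme with DMSO and 100% = wells lacking enzyme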
* = called active by the depositor; . = no result given.

(1) Cc1cc(C)c(S(=O)(=O)Nc2c(C)n(C)n(-c3ccccc3)c2=O)cc1[N+](=O)[O-]
(2) CCOC(=O)Nc1ccc(C)cc1C
(3) COc1ccccc1CNc1cc(C)ccn1
(4) CCCn1nc(C(=O)NNC(=O)c2cccc(C)c2)c2ccccc2c1=O
(5) CCCCN(C(=O)COC(=O)C1(c2ccccc2)CC1)c1c(N)n(CCC)c(=O)[nH]c1=O
(6) COc1ccc(/C=C2\C(=O)NCC(=O)N2Cc2ccccc2)cc1
(7) Cc1ccccc1C(=O)NC1CCSC1=O (centres undefined)
(8) CNC(=O)Cn1c(=O)n(C)c2ccccc21

Screen / compound no. | 1 | 2 | 3 | 4 | 5 | 6 | 7 | 8
NPR2 activator | -0.2 | 9.5 | -3.8 | 2.5 | 5.6 | -8.5 | -2.1 | 1.2
ASAP1 inh | 2.8 | 19.1 | 1.7 | 1.4 | -1.8 | -10.7 | 13.0 | -2.2
SMARCA2 act | 2.2 | -1.8 | -0.9 | 1.2 | -3.1 | -2.2 | -1.9 | 0.8
ARFGAP1 inh | 1.6 | 2.1 | 10.6 | -9.3 | 4.9 | -2.6 | -5.3 | 4.3
PG9 Ab binder | 0.1 | 1.0 | -1.4 | -1.1 | 0.8 | 0.1 | -0.3 | -1.9
mABHD4 FP | -3.0 | -14.5 | 1.5 | 7.2 | -2.8 | -2.5 | -4.4 | -7.5
Rev-erbA mod | -4.0 | 1.5 | 0.5 | -2.4 | -0.8 | 1.2 | 0.3 | -1.0
rCAG binder | 1.8 | -1.0 | -3.0 | 1.6 | -0.2 | 6.2 | -0.4 | 1.5
NPR1 activator | -3.0 | 1.1 | -7.8 | -3.0 | 2.0 | -16.9 | 1.9 | 1.5
HTRA1 inh | 3.8 | 3.6 | 2.5 | 1.8 | -1.4 | -5.9 | 5.7 | 3.6

(9) CC(=O)C1=C(C)Nc2ncnn2C1c1cccc(O)c1 (centres undefined)
(10) Cc1scc(C(=O)N/N=C/c2ccco2)c1C
(11) Cc1ccc(SCc2noc(C(=O)NC(C)C)c2C(=O)O)cc1C
(12) O=C(Nc1nccs1)NC1CCCCC1
(13) O=C(NCCc1ccccc1)C1CCN(c2ncccn2)CC1
(14) O=S(=O)(c1ccc(Cl)cc1)N1CCN(c2nc(C(F)(F)F)nc3ccccc23)CC1
(15) CC(C)(C)OC(=O)NCc1ccc(NC(=O)c2nc[nH]c2C(=O)Nc2cc(Br)ccc2F)cc1
(16) CC(C)=CCc1c(C)nc2ccccc2c1C(=O)O

Screen / compound no. | 9 | 10 | 11 | 12 | 13 | 14 | 15 | 16
NPR2 activator | 5.0 | 4.0 | -3.0 | -2.1 | 0.2 | -7.4 | -5.2 | 4.5
ASAP1 inh | 18.8 | 3.5 | -13.9 | -2.4 | 8.7 | 1.5 | -5.5 | -8.6
SMARCA2 act | -2.7 | 3.9 | -0.6 | -1.9 | -4.5 | 0.9 | -0.4 | -0.1
ARFGAP1 inh | 2.2 | -5.4 | 3.4 | -2.2 | -0.2 | -15.0 | -15.2 | -0.9
PG9 Ab binder | -1.5 | -0.8 | 0.7 | -0.4 | 1.6 | -0.3 | 0.4 | -2.5
mABHD4 FP | -6.0 | 6.5 | -6.9 | 3.6 | 0.2 | -8.9 | 3.3 | 4.0
Rev-erbA mod | 3.4 | -4.9 | -1.3 | -2.1 | -0.9 | 4.7 | 1.7 | -1.3
rCAG binder | -2.8 | 2.2 | 14.2 | 3.6 | -10.0 | 0.3 | 1.4 | 0.0
NPR1 activator | 6.7 | 1.6 | -0.4 | 5.2 | -4.2 | -10.9 | -2.7 | 1.0
HTRA1 inh | 7.2 | 7.5 | -0.1 | -4.3 | 3.3 | -3.5 | . | -1.6

(17) O=c1c(-c2ccc3c(c2)OCCO3)coc2c(CN3CCOCC3)c(O)ccc12
(18) CC(C)[C@H](NC(=O)N1CCn2c1nc1ccccc12)C(=O)NCc1ccccc1Cl
(19) CCC(CC)C(=O)NCCc1cc2ccc(C)cc2[nH]c1=O
(20) Cc1ccc(OCCN2C(=O)c3ccccc3C2=O)c([N+](=O)[O-])c1
(21) COCCn1c(CN2CCN(C(=O)c3ccco3)CC2)nc2c1c(=O)n(C)c(=O)n2C
(22) CCCN(CC1CC1)c1cc2c(c3c1ccn3C)C1CCC2C1 (centres undefined)
(23) CCOc1ccc(C2C(C(=O)OC)=CN(C(C)c3ccccc3)C=C2C(=O)OC)cc1 (centres undefined)
(24) COc1ccc(S(=O)(=O)N2CCCCC2c2cc(C(=O)Nc3ccccc3Cl)no2)cc1 (centres undefined)

Screen / compound no. | 17 | 18 | 19 | 20 | 21 | 22 | 23 | 24
NPR2 activator | 0.0 | -4.4 | -4.4 | 1.5 | 1.4 | -7.7 | -2.9 | -0.3
ASAP1 inh | -16.6 | -0.8 | 0.1 | 3.4 | 2.7 | 2.2 | -10.6 | 6.3
SMARCA2 act | 4.9 | -2.0 | 0.1 | 4.9 | 0.7 | -4.3 | -2.8 | -3.8
ARFGAP1 inh | -2.7 | -0.8 | 4.2 | 11.4 | -9.7 | 9.6 | 7.8 | 2.9
PG9 Ab binder | -0.1 | 3.2 | 1.0 | -0.3 | -3.7 | -3.3 | 1.1 | -0.2
mABHD4 FP | -17.2 | -9.7 | 1.3 | -2.2 | 3.2 | 3.8 | -7.7 | -21.1
Rev-erbA mod | 9.3 | 1.1 | -2.2 | 1.3 | 0.8 | 7.4 | -0.3 | 5.3
rCAG binder | 2.9 | -0.8 | 1.1 | -2.1 | -2.5 | 0.7 | -0.1 | 6.8
NPR1 activator | -6.0 | -6.4 | 5.8 | -0.1 | 1.7 | -10.6 | -8.3 | 2.2
HTRA1 inh | 4.2 | -15.1 | 2.4 | -7.9 | 0.3 | . | -26.6 | .

(25) CCc1cc(C(=O)NC2CCCc3c2cnn3-c2ccc(F)cc2F)no1 (centres undefined)
(26) CCNC(=S)N(Cc1cc2cc(C)cc(C)c2[nH]c1=O)C1CCCC1
(27) CCOc1ccc(C(=O)Cc2ccccc2)cc1
(28) Cc1cc(SCC(=O)c2cccs2)nc2ccccc12
(29) O=C(c1ccco1)n1nc(-c2ccccc2)nc1NCc1ccco1
(30) C=CC(=O)Nc1ccc(Br)cc1
(31) CCC1CCCCN1CCCNC(=O)CN1C(=O)COc2ccc(S(=O)(=O)N3CCC(C)CC3)cc21 (centres undefined)
(32) C1CCc2nnc(C3CC3)n2CC1

Screen / compound no. | 25 | 26 | 27 | 28 | 29 | 30 | 31 | 32
NPR2 activator | -3.4 | -3.5 | 2.8 | -1.6 | 0.1 | -0.4 | 2.9 | -2.4
ASAP1 inh | -11.6 | 5.9 | -2.2 | 4.3 | 9.0 | -8.4 | -0.9 | -1.5
SMARCA2 act | -8.7 | 4.9 | 2.2 | 6.5 | -1.5 | -2.0 | 1.3 | -1.8
ARFGAP1 inh | -1.5 | 15.9 | 0.5 | 2.7 | 1.9 | -9.9 | -4.8 | -2.9
PG9 Ab binder | -1.5 | -1.7 | 1.1 | -1.1 | -0.3 | -4.6 | -3.5 | -0.5
mABHD4 FP | 0.3 | -8.4 | -2.8 | -29.8 | 2.1 | -4.7 | -2.1 | -0.3
Rev-erbA mod | -7.0 | 4.7 | 3.4 | 8.6 | -1.3 | 3.1 | 3.8 | 1.2
rCAG binder | -0.7 | -2.9 | -0.1 | 2.8 | -0.6 | -0.4 | -5.1 | 3.2
NPR1 activator | 7.0 | -0.9 | 3.1 | -8.2 | 4.5 | -0.5 | 0.0 | 1.2
HTRA1 inh | -6.5 | -13.3 | -5.7 | -35.5 | 2.0 | 4.3 | 3.6 | -1.4

(33) CC(CSc1n[nH]c(=S)s1)c1ccccc1 (centres undefined)
(34) CN(C)N=Nc1ccc(-c2cn(Cc3ccccc3)cn2)cc1
(35) C[C@@H]1CN([C@H](C)CO)C(=O)CCCn2nncc2CO[C@H]1CN(C)Cc1ccc(C(=O)O)cc1
(36) CCOC(=O)C[C@@H]1OC[C@H](C)N1S(=O)(=O)c1ccc(C)cc1
(37) CCOc1ccc2c(c1)S/C(=C\c1cccs1)C(=O)N2
(38) Cc1cc(C)c(C#N)c(=N)o1
(39) CN(CCNC(=O)Cn1c(=O)sc2ccccc21)Cc1ccccc1
(40) Cc1cc(N2CCN(c3ccccc3)CC2)nc(-c2ccccc2)n1

Screen / compound no. | 33 | 34 | 35 | 36 | 37 | 38 | 39 | 40
NPR2 activator | -2.2 | 1.3 | 4.0 | -0.3 | -20.8 | 4.2 | -2.0 | -2.0
ASAP1 inh | 3.1 | 4.0 | -3.3 | -0.1 | -8.0 | 0.4 | 3.4 | 8.3
SMARCA2 act | 1.1 | 6.4 | -4.7 | -3.5 | 3.3 | 3.1 | 0.1 | -7.7
ARFGAP1 inh | -6.9 | 4.8 | 4.5 | 6.2 | 5.2 | 19.3 | -3.1 | -2.2
PG9 Ab binder | -0.4 | -1.0 | -2.4 | -1.0 | -1.2 | -2.1 | 1.1 | 0.1
mABHD4 FP | 7.9 | 3.2 | -5.1 | 6.2 | 16.0 | -8.9 | -5.1 | -6.4
Rev-erbA mod | 2.3 | 5.3 | -1.1 | 3.6 | 5.3 | -2.2 | 3.1 | 2.3
rCAG binder | 3.9 | 4.6 | 0.5 | -0.8 | 6.2 | -0.6 | 4.8 | -3.5
NPR1 activator | 2.2 | -4.4 | 0.1 | -1.8 | -44.9 | 3.8 | -5.0 | -4.0
HTRA1 inh | -5.8 | 0.9 | 4.7 | . | 1.3 | 1.2 | -0.5 | -9.6

(41) O=C(Nc1cccc(-c2cccc(F)c2)c1)C1CCN(Cc2ccc(CO)o2)CC1
(42) O=C(CN1C(=O)NC2(CCCCCC2)C1=O)Nc1ccc(Br)cc1Br
(43) CCOC(=O)C1CCCN(C(=O)c2ccc(-c3ccccc3)cc2)CC1 (centres undefined)
(44) O=C(Nc1nnc(C2=COCCO2)o1)c1ccc(Cl)cc1
(45) Cc1cc(C(=O)O)ccc1N/C=C1\CCCC(C)C1=O (centres undefined)
(46) CCOc1ccccc1/C=N\Nc1cnn(Cc2ccccc2)c(=O)c1Cl
(47) O=C(CCc1ccccc1)Nc1ccccc1[N+](=O)[O-]
(48) Cc1ccc(-c2csc(NC(=O)COc3ccc(N(C)S(=O)(=O)c4ccc(C)cc4)cc3)n2)cc1

Screen / compound no. | 41 | 42 | 43 | 44 | 45 | 46 | 47 | 48
NPR2 activator | 0.1 | -3.5 | 1.4 | -2.2 | 4.4 | 8.5 | 10.5 | 4.3
ASAP1 inh | -6.5 | -1.2 | -4.8 | 5.6 | -5.5 | -6.6 | 1.8 | 25.3*
SMARCA2 act | -2.1 | -4.8 | -1.2 | -2.7 | 3.8 | -5.1 | 8.2* | -3.4
ARFGAP1 inh | -0.8 | 10.1 | -2.5 | 20.9 | 1.0 | 4.1 | -7.6 | 4.2
PG9 Ab binder | -0.5 | 0.7 | -0.1 | -2.4 | -0.8 | 0.4 | -3.3 | -0.4
mABHD4 FP | 4.9 | 0.0 | 4.0 | 1.1 | 4.3 | -19.6 | -2.3 | 4.3
Rev-erbA mod | 8.9 | 6.5 | -2.4 | -2.8 | -7.0 | 3.4 | 5.0 | 2.2
rCAG binder | -2.9 | 6.3 | -2.1 | 4.0 | 4.7 | 16.3 | 1.7 | 12.8
NPR1 activator | 0.8 | 4.0 | 3.3 | 3.0 | -1.4 | 13.4 | 1.5 | 1.7
HTRA1 inh | -7.5 | -9.4 | . | 9.4 | -0.4 | -82.9 | 4.3 | -14.5
